Source: PubChem BioAssay (several laboratories)
KCNK9 inh: human KCNK9 channel inhibition. AID 488922. HEK293 KCNK9, FluxOR thallium flux fluorescence; hits give low values. 310,000 tested, 1.2% active. B-score at 10 µM;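 active = ratio B-score over 3 SD below the library mean, with starting fluorescence within 5 SD of its mean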;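 also: negative B-score means less thallium flux so channel inhibition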
Dyrk1A ADPGlo: inhibitors of rat Dyrk1A kinase; Q63470; ADP-Glo luminescence, NFATc1 peptide; inhibition, % at 12.5 µM; 310,000 tested, 0.43% active; AID 504441; in the data active = inhibition above about 50%;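 also: plate controls were vehicle with enzyme for no effect and no enzyme for full effect; many of its hits are not listed in these tables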
KCNK3 inh: human KCNK3 channel inhibition, primary screen. O14649. CHO-KCNK3 thallium flux, FluxOR fluorescence; hits give low values. B-score at 10 µM. 340,000 tested, 0.84% active. AID 602410;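 active = B-score under library mean minus 4 SD, starting fluorescence ratio at most library mean plus 5 SD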;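 also: more negative B-score means stronger inhibition of thallium flux through KCNK3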
PolyA inhibitor: blocks polyadenylation in yeast reporter cells | S. cerevisiae SKY197-pL101 polyadenylation reporter, beta-gal luminescence; efflux-impaired pdr1/pdr3 knockout yeast; score 100 = 6 SD above DMSO | calls only at 12 µM | 300,000 tested, 0.02% active | AID 1875;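 active = lowest replicate activity score at least 50, where 100 means six control SD above control mean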;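 also: yeast exposed to compound for 9 h at 30 °C; higher score means more reporter readthrough which indicates perturbed polyadenylation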
RGS4 block: inhibitors of human RGS4. P49798. HEK293 M3R/RGS4 inducible, Fluo-4 calcium flux; hits give high values; triggered by carbachol at its EC20. B-score at 10 µM. 310,000 tested, 0.45% active. AID 463165;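 active = B-score, a plate-corrected calcium signal, over three deviations above library mean, with baseline fluorescence within five deviations of library mean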;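 also: RGS4 expression induced by doxycycline in cells with stable M3 receptor; B-score is computed from the integrated fluorescence ratio over baseline after carbachol; higher B-score means a larger calcium signal and so more RGS4 inhibition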
Target sequence (P49798 whole entry, looked up): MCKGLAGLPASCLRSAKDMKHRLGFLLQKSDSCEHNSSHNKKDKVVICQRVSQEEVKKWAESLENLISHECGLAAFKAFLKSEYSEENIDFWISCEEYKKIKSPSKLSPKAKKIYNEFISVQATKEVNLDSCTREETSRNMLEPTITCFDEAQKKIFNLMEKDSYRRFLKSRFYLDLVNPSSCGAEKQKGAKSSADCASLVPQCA
GSK3B inh: inhibitors of human GSK3beta kinase. P49841. GST-GSK3beta kinase, ADP-Glo luminescence, 60 min; hits give low values. activity score (negative = inhibition), % at 10 µM. 300,000 tested, 0.038% active. AID 2097;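 active = more than half of replicate wells score below -50%, meaning over 50% inhibition versus plate controls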;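 also: 0% = median DMSO wells and -100% = median GW8510 positive control wells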
Target sequence (P49841 whole entry, looked up): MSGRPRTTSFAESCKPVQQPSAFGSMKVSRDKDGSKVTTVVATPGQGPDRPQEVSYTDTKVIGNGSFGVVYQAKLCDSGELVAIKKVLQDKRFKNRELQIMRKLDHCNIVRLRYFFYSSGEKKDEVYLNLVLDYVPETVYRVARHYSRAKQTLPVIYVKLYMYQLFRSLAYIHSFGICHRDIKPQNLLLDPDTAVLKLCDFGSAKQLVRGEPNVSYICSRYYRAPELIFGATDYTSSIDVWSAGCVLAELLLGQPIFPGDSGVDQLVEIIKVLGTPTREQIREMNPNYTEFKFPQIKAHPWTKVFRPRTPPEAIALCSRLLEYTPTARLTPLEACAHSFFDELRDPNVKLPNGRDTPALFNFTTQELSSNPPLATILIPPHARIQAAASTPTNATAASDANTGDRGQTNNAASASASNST
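Test system: GST-fused GSK3beta enzyme, cell-free | Quantity: 1.6 ng GST-GSK3beta enzyme per well | Reagent: 25 µM ATP with peptide substrate | Schedule: 60 min enzyme reaction, room temperature | Signal: Luminescent ADP-Glo measurement of ADP formed | Read-out basis: Score relative to plate controls | Control set: DMSO and 20 µM GW8510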
RGS4 pot: RGS4 potentiation or activation; HEK293 M3R/inducible RGS4, carbachol calcium flux Fluo4; hits give low values; 310,000 tested, 0.92% active; B-score at 10 µM; AID 463111;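 active = B-score of the integrated calcium signal more than 4 SD below the library mean, with starting fluorescence not abnormally high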;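 also: negative B-score means reduced calcium response which marks RGS4 activation or potentiation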
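Assay system: Inducible-RGS4 HEK293 cells carrying M3 receptor | Schedule: Compound preincubation 20 min at room temperature before agonist | Signal: Kinetic calcium fluorescence imaging with Fluo4-AM dye, 2 µM | Read-out basis: B score from integrated fluorescence ratio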
KCNQ1 act: human KCNQ1 channel potentiation or activation | P51787 | CHO-K1 KCNQ1, thallium flux FluxOR fluorescence; hits give high values | B-score at 10 µM | 310,000 tested, 0.35% active | AID 2648;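 active = fluorescence ratio B-score, a plate-corrected score, at least three library SD, with initial intensity B-score within 5 SD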
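Doses: Single concentration per compound, DMSO matched to controls | Test system: KCNQ1-transfected CHO-K1 cells | Timing: 90 min dye loading and 20 min compound exposure, both at room temperature | Measured by: Kinetic FluxOR thallium fluorescence, 10-s 1-Hz baseline, 110-s post-stimulus read | Medium: Assay buffer with matched DMSO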
GSK3A inh: blocks human GSK-3 alpha kinase; 320,000 tested, 0.1% active; inhibition, % at 10 µM; AID 2650; ADP-Glo luminescence, 60 min; P49840;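 in the data active = inhibition above about 50%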;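 also: GST-tagged GSK-3 alpha with peptide substrate and 25 µM ATP; 0% = DMSO neutral wells and 100% = GW8510 positive control wells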
Target sequence (P49840 whole entry, looked up): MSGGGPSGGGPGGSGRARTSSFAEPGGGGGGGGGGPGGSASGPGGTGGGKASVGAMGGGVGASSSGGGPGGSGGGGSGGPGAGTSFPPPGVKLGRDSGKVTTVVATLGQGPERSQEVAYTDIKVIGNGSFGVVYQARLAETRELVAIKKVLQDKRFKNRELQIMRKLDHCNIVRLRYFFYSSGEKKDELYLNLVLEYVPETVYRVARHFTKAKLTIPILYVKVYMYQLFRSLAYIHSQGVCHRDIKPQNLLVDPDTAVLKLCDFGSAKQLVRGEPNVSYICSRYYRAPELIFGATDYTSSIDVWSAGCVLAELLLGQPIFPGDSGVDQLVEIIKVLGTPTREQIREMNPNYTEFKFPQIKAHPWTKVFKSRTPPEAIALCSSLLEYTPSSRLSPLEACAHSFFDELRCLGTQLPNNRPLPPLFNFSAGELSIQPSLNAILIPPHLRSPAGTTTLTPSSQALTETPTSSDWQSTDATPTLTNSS
hERG rescue: hERG (human) protection from proarrhythmic block; Q12809; 310,000 tested, 0.51% active; activation (rescue from dofetilide block), less the hit threshold, % at 10 µM; CHO-hERG, FluxOR thallium flux, dofetilide IC70 present;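 active = activation above the mean of controls blocked by dofetilide plus 5 SD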;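 also: thallium influx through hERG after potassium depolarization seen as dye fluorescence rise; in these data hits start at about 4.7%; inactives centre near -7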
KCNQ1 block: blocks the human KCNQ1 potassium channel; P51787; CHO-K1 KCNQ1, FluxOR thallium flux fluorescence; hits give high values; B-score at 10 µM; 310,000 tested, 1.3% active; AID 2642;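 active = compounds whose thallium flux B-score, printed positive for inhibition, exceeds three library SD while starting fluorescence stays within three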;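 also: channel opened by potassium depolarization with thallium stimulus after 20 min compound exposure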
An asterisk follows results filed as active; i = inactive; x = no result given. These rows are one share of the data; count on the stated rates, not on these rows.

SMILES	KCNQ1 block	RGS4 block	PolyA inhibitor	KCNK9 inh	Dyrk1A ADPGlo	GSK3B inh	hERG rescue	GSK3A inh	KCNQ1 act	RGS4 pot	KCNK3 inh
Nc1ccc2nonc2c1[N+](=O)[O-]	11*	i	i	i	-1	0	-40	-1	i	i	i
Cc1ccccc1N1C(=O)NC(=O)/C(=C\c2ccc3c(c2)CCCN3Cc2ccccc2)C1=O	i	i	i	i	0	1	-21	-3	i	i	i
C[C@H]1CC[C@H]2NCCN[C@H]2C1	i	i	i	i	6	1	-12	-1	i	i	i
CN1CCN(c2ccc(NC(=O)C(C)(C)C)cc2)CC1	i	i	i	i	-5	2	-6	-2	i	i	i
CCn1c(O)c(C=Nc2cc(Cl)ccc2Cl)c(=O)n(CC)c1=O	i	i	i	i	-6	3	-6	-1	i	i	i
O=C(/C=C/c1ccc2c(c1)OCO2)c1c(O)n(CCc2ccccc2)c(=O)[nH]c1=O	i	i	i	i	x	1	-6	0	i	i	i
COP(=S)(OC)SCN1C(=O)c2ccccc2C1=O	i	i	i	i	11	0	-5	x	i	i	i
CC1(C)Cc2c(sc3c2C(=O)NC(c2cccnc2)N3)CO1 (stereo not given)	i	i	i	i	-1	-5	-9	14	i	i	i
COP(=O)(OC)C(NC(=O)C(C)(C)C)=C(Cl)Cl	i	i	i	i	-4	1	-7	0	i	i	i
COc1ccc2nc(NC(=O)CCc3nc(C4=CCN(C)CC4)no3)sc2c1	i	i	i	i	37	-1	-8	53*	i	i	i

Complete entries as entered above. Order of values: KCNQ1 block, RGS4 block, PolyA inhibitor, KCNK9 inh, Dyrk1A ADPGlo, GSK3B inh, hERG rescue, GSK3A inh, KCNQ1 act, RGS4 pot, KCNK3 inh
Results for COP(=O)(OC)C(NC(=O)C(C)(C)C)=C(Cl)Cl = i, i, i, i, -4, 1, -7, 0, i, i, i
Results for CCn1c(O)c(C=Nc2cc(Cl)ccc2Cl)c(=O)n(CC)c1=O = i, i, i, i, -6, 3, -6, -1, i, i, i

The results go on:
SMILES	KCNQ1 block	RGS4 block	PolyA inhibitor	KCNK9 inh	Dyrk1A ADPGlo	GSK3B inh	hERG rescue	GSK3A inh	KCNQ1 act	RGS4 pot	KCNK3 inh
O=c1[nH]c(=O)n(C2CCCCCC2)c(O)c1C=NC1CCN(Cc2ccccc2)CC1	i	i	i	i	8	-12	-3	26	i	i	i
CCOc1cc2c(cc1OCC)-n1cccc1C(c1ccc(OC)c(O)c1)NC2 (stereo not given)	i	i	i	i	-2	-2	-5	0	i	i	i
COc1ccc(OCC(=O)N2CCN(CC3CC4C=CC3C4)CC2)cc1 (stereo not given)	i	i	i	i	1	-5	-6	-1	i	i	i
CC1CN(C(=O)CCC(=O)N2CCC3(CC2)OCCO3)c2cc(Cl)ccc2O1 (stereo not given)	i	i	i	i	0	1	-9	1	i	i	i
Cc1cc(OCC(=O)N2CCC(C(=O)O)(c3ccccc3)CC2)c2c(C)c(C)c(=O)oc2c1	i	i	i	i	2	-3	-4	6	i	i	i
CCCCOc1ccc(CCN)cc1Cl	i	i	i	i	x	-1	-8	1	i	i	i
C=CCn1c(O)c(C(C)=NCc2cccnc2)c(=O)[nH]c1=O	i	i	i	i	4	-2	-17	9	i	i	i
CCC(=Nc1cc(OC)ccc1OC)c1c(O)[nH]c(=O)[nH]c1=O	i	i	i	i	2	0	-8	1	i	i	i
CC(=NCC1CCCO1)c1c(O)n(-c2ccc(C)cc2)c(=O)[nH]c1=O (stereo not given)	i	i	i	i	2	5	-16	-1	i	i	i
Cc1cc(N2CCCC2)ccc1C=C(C#N)C#N	12*	i	i	-6.7*	x	-1	-27	-1	i	i	i
CC(C)OC(=O)Nc1ccc(N=C(N)N[N+](=O)[O-])cc1	i	i	i	i	-4	-2	-4	-1	i	i	i
CC(N)Cc1c[nH]c2ccc(OCc3cccs3)cc12 (stereo not given)	i	i	i	i	-11	1	-9	-3	i	i	i
Cc1ccc(NC(=O)c2ccc(C)c(S(=O)(=O)N3CCCCC3)c2)nc1	i	i	i	i	24	-27	-17	-2	i	i	i
CC1(C)C(C(=O)NCc2ccco2)C1(C)C	i	i	i	i	-1	2	-9	-3	i	i	i
O=C(CCC(=O)N1CCC2(CC1)OCCO2)Nc1nnc(C(F)(F)F)s1	i	i	i	i	-2	2	-8	-2	i	i	i
C=CCn1c(O)c(C(C)=NCCCN2CCOCC2)c(=O)[nH]c1=O	i	i	i	i	-2	-3	-10	8	i	i	i
COc1ccc(OCC#CCN2CCCCCC2)cc1	i	i	i	i	-2	-2	-13	x	i	i	i
COc1ccccc1-n1c(/C=C/c2ccccn2)nc2ccccc2c1=O	i	i	i	i	1	-3	-9	-3	i	i	i
COc1ccccc1Cn1c(SCC(=O)C(C)(C)C)nc2cc(C(=O)N3CCC4(CC3)OCCO4)ccc2c1=O	i	i	i	i	x	3	-5	-6	i	i	x
Cc1ccc(CN2CCSc3ccc(C(=O)N4CCC5(CC4)OCCO5)cc32)cc1	i	i	i	i	x	-4	-10	1	i	i	i
Cc1cccc(-n2c(/C=C/c3ccc([N+](=O)[O-])o3)nc3ccccc3c2=O)c1	i	i	i	i	-1	-1	-1	x	i	i	i
CC(C)NC(=O)Cn1cc(C(=O)c2ccccc2F)c2ccccc21	i	i	i	i	-12	1	-7	-25	i	i	i
COc1ccccc1N1CCN(Cc2cccc(OC)c2O)CC1	i	i	i	i	x	-2	-10	3	i	i	i
COc1cc2c(cc1OC)-c1c3c(cc4c1[C@@H](C2)N(C)CC4)OCO3	i	i	i	i	66*	0	-4	29	i	i	i
O=C1NC(=O)C(=Cc2coc3ccc(O)cc3c2=O)C(=O)N1	i	5.3*	i	i	7	0	-15	9	i	i	i
CCCCn1c(=O)c(C(=O)NCc2ccccc2Cl)c(O)c2ccccc21	i	i	i	i	-6	0	-1	-2	i	i	i
COc1ccccc1-n1c(-c2cccs2)nc2ccccc2c1=O	i	i	i	i	0	-1	-9	3	i	i	i
O=P(C(c1ccc2c(c1)OCO2)N1CCOCC1)(N1CCOCC1)N1CCOCC1 (stereo not given)	i	i	i	i	15	-2	-9	1	i	i	i
CC1(C)C2([N+](=O)[O-])CNCC1([N+](=O)[O-])CNC2	i	i	i	i	2	3	-12	-2	i	i	i
Cc1cccc(C)c1OP(N)(=O)Oc1c(C)cccc1C	i	i	i	i	-3	-2	-18	2	i	i	i
CCCc1c(C)nc(-c2ccc(C)cc2)nc1OC(=O)N(C)C	i	i	i	i	-3	1	-13	-3	i	i	i
CCOC(=O)C1CCN(C(C)C(=O)c2c(C)[nH]c3cc(C)ccc23)CC1 (stereo not given)	x	x	i	x	9	3	x	0	x	x	i
Clc1ccc2c(c1)C(c1ccccc1Cl)=NCc1nncn1-2	i	i	i	i	-17	2	-2	2	i	i	i
CC(=O)Nc1cc(C(=O)N2CCC3(CC2)OCCO3)ccc1Sc1ccc(F)cc1	i	i	x	i	0	4	-5	-2	i	i	i
CC(=O)N1N=C2C3CCN(CC3)C2C1c1cccc2ccccc12 (stereo not given)	i	i	i	i	-1	0	-11	-9	i	i	i
COc1cccc(CNC(=O)CCC(=O)N2C[C@H]3C[C@H](C2)c2cccc(=O)n2C3)c1OC	i	i	x	i	8	1	-5	-3	i	i	i
CCOc1ccc(NC(=O)CCNC(=O)N2C[C@H]3C[C@@H](C2)c2cccc(=O)n2C3)cc1	i	i	i	i	-1	2	-6	-2	i	i	i
CC(=NCCO)c1c(O)n(C)c(=O)n(C)c1=O	i	i	i	i	x	0	0	-1	i	i	i
N=c1sc2c(n1Cc1ccccc1)CCCC2	i	i	i	i	x	-6	-4	5	i	i	i
Cc1cccc(NC(N)=S)c1	i	i	i	i	9	4	-10	0	i	i	i
O=C1CN=C(c2ccccc2)c2oc3ccc(Br)cc3c2N1	i	i	i	i	2	2	-10	2	i	i	i
C[C@]12CCC(=O)C=C1CC[C@@H]1[C@@H]2CC[C@]2(C)C(=O)CC[C@@H]12	i	i	i	i	-9	0	-3	1	i	i	i
NC(=O)C1(N2CCCCC2)CCN(Cc2ccccc2)CC1	i	i	i	i	-2	0	-5	3	i	i	i
COc1ccc(CCNCc2ccsc2)cc1OC	i	i	i	i	1	-3	-4	-2	i	i	i
O=c1c(C=Nc2cccnc2Cl)c(O)n(CCCCl)c(=O)n1C1CCCCC1	i	i	i	i	1	-2	-2	x	i	i	i
Cc1ccc(OCC(=O)N2CCN(Cc3ccc4c(c3)OCO4)CC2)cc1C	i	i	i	i	-4	2	-7	-3	i	i	i
Cc1nonc1-c1nc(-c2nonc2N)n[nH]1	i	i	i	i	26	-34	-1	38	i	i	i
Cn1c(O)c(C=Nc2ccc(F)cc2)c(=O)[nH]c1=O	i	i	i	i	15	x	-7	5	i	i	i
COc1ccc(NC2=NC(C)(C)CS2)cc1	i	i	i	i	x	-2	-12	-2	i	i	i
CNCCc1ccc(O)c(O)c1	i	i	i	i	5	2	-3	-1	i	i	i

Other results.
SMILES	KCNQ1 block	RGS4 block	PolyA inhibitor	KCNK9 inh	Dyrk1A ADPGlo	GSK3B inh	hERG rescue	GSK3A inh	KCNQ1 act	RGS4 pot	KCNK3 inh
CCCCOC(=O)C1=C(N)OC2=C(C(=O)CCC2)[C@]12C(=O)N(C)c1ccccc12	i	i	i	i	3	-1	-8	0	i	i	i
CCCCCCN=C(C)c1c(O)n(Cc2ccccc2)c(=O)[nH]c1=O	i	i	i	i	6	2	-16	-2	i	i	i
Cc1cc(OCc2nn[nH]n2)c2c3c(c(=O)oc2c1)CCCC3	i	i	i	i	3	2	-8	6	i	i	i
CCOC(=O)C1(c2ccccc2)CCN(CCC(C#N)(c2ccccc2)c2ccccc2)CC1	6*	i	i	-8.2*	13	-4	-11	-2	i	i	i
NP(=O)(OCC(F)(F)F)Oc1ccc(Cl)cc1 (stereo not given)	i	i	i	i	-11	0	0	-5	i	i	i
C=CP(=O)(O)c1ccccc1	i	i	i	i	-3	7	-3	-4	i	i	i
CCN1CCN(c2ncnc3ccc(Br)cc23)CC1	i	i	i	i	-7	-4	-14	14	i	i	i
O=c1c(C=NCc2cccs2)c(O)n(C2CCCCC2)c(=O)n1C1CCCCC1	i	i	i	i	17	1	-7	0	i	i	i
